# Source: PubChem (National Center for Advancing Translational Sciences (NCATS))
# Tau FP inhib: tau fibrillization inhibition (FP); P10636; K18 P301L tau heparin fibrillization, Alexa594 FP, 6 h; Potency, µM (doses to about 57.7 µM), without a hit: at the highest dose activity, negative = inhibition, most hits filed as inhibitors; 280,000 tested, 0.39% active; also: % is scaled to controls: 0 for no effect and ±100 for the full control effect; nearly all actives have a fitted effect of over 55% in size
# Target sequence (P10636 561-689 P618L limits assumed): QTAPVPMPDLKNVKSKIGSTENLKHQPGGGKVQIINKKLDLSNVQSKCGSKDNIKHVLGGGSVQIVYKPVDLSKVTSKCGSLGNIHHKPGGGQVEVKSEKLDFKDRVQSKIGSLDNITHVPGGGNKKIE
#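 K18 P301L tau (15 uM unlabeled/0.24 uM Alexa 594-labeled, final) + compound + heparin 20 uM final; 100 mM NaOAc pH 7; 6 hr 37 C; ThT 30 uM final added, 1 hr RT; FP ex 555/em 632 nm.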
# Tau fluor cs: counter-screen for tau fibril formation inhibitors | tau K18 P301L Alexa594 fluorescence, heparin fibrillization | Potency, µM (highest dose often 57.7 µM), for inactives: at the top dose activity change, negative = decrease | 280,000 tested, 0.93% active; also: % is scaled to controls: 0 for no effect and ±100 for the full control effect; nearly all actives have a fitted effect of over 55% in size
#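 Human K18 P301L tau (15 uM unlabeled plus 0.24 uM Alexa 594-labeled, final) in 100 mM sodium acetate pH 7 was mixed with compound and 20 uM heparin and incubated 6 hr at 37 C.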
# HTT cytoprotect: Huntington cell model cytoprotection by ATP luminescence; PC12 HTT-Q103 induced, cytoprotection, ATP luminescence, 40 h; Potency, µM (doses to about 56.4 µM), inactives show cytoprotection (ATP increase), hits mostly activators; 230,000 tested, 0.14% active; AID 1471;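 also: % of control where 0% means no effect; nearly all actives have a fitted effect of over 45% in size; toxic huntingtin expression switched on by the ecdysone agonist tebufenozide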
#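 Compounds were screened for protection of PC12 cells against cell death after tebufenozide induction (100 nM final) of mutant Huntingtin exon 1 (Q103) fused to GFP.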
# HttQ103 aggreg: inhibitors of mutant huntingtin aggregate formation in PC12 cells. Potency, µM (doses to about 46.1 µM), for inactives: at the highest dose activity change, negative = inhibition, usual class: inhibitors. PC12 HttQ103-GFP aggregates, Acumen cytometry, 40 h. 220,000 tested, 1.1% active; also: % is scaled to controls: 0 for no effect and ±100 for the full control effect; nearly all actives have a fitted effect of over 60% in size
#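 Quantitative HTS on tebufenozide-induced (100 nM) PC12 cells stably expressing polyQ103 Huntingtin exon 1–GFP. Reduction of bright GFP aggregates, detected by laser scanning cytometry after lysis, identified actives across the titration.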
# ALDH1A1 inh: blocks purified human ALDH1A1 activity. Purified ALDH1A1, NADH fluorescence, propionaldehyde substrate. Potency, µM (series often up to 75.3 µM), for the others: at the highest dose activity, negative = inhibition, hits mostly inhibitors. 220,000 tested, 7.3% active; active = well fitted inhibition curve with a large enough effect, not every such curve was filed as active; inconclusive = small, poorly fitted or top-dose-only effect, or another doubt; inactive = no such curve, though single readings can be large or run the other way;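 also: plate controls were no enzyme wells and a reference inhibitor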
# Target sequence (P00352 whole entry, looked up): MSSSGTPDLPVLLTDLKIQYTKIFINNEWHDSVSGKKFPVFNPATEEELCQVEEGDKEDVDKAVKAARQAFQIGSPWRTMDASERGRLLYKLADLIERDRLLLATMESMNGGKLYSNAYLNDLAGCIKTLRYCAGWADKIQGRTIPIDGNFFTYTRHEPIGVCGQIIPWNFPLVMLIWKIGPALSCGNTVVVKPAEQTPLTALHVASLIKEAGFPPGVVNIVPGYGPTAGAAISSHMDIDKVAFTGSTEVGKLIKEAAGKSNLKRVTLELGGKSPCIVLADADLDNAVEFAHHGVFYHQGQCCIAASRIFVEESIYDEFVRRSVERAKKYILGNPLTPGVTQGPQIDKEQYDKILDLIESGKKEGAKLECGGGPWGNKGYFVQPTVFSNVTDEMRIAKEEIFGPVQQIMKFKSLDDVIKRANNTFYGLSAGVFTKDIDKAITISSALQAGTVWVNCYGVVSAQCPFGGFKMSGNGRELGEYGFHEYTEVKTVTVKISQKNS
# SMN2 splice enh: enhancers of SMN2 splice variant expression; HEK293 SMN2-luciferase splicing reporter, luminescence, 30-36 h; Potency, µM (top dose mostly 46.1 µM), for the others: top-dose activity change, positive = activation, usual class: activators; 210,000 tested, 2.8% active; also: % of control where 0% means no effect; nearly all actives have a fitted effect of over 55% in size
#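 qHTS luciferase splicing reporter: luminescence rises when SMN2 exon 7 is included in transfected HEK293 cells. Compound exposure lasted 30-36 h at 37C, with 4.5 mM final sodium butyrate as control, followed by a ONE-Glo read.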
# JMJD2E inh: inhibitors of human JMJD2E histone demethylase; AID 2147; JMJD2E catalytic domain, FDH-coupled NADH fluorescence (FDH is formaldehyde dehydrogenase); 230,000 tested, 1.6% active; Potency, µM (top dose mostly 57.1 µM), inactives show top-dose activity change, negative = inhibition, hits mostly inhibitors; B2RXH2; active = well fitted inhibition curve with a large enough effect, not every such curve was filed as active; inconclusive = small, poorly fitted or top-dose-only effect, or another doubt; inactive = no such curve, though single readings can be large or run the other way;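 also: 0% = wells with enzyme and -100% = buffer wells without enzyme; nearly all actives have a fitted effect of over 50% in size; many of its hits are not listed in these tables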
# Target sequence (B2RXH2 1-337 limits assumed): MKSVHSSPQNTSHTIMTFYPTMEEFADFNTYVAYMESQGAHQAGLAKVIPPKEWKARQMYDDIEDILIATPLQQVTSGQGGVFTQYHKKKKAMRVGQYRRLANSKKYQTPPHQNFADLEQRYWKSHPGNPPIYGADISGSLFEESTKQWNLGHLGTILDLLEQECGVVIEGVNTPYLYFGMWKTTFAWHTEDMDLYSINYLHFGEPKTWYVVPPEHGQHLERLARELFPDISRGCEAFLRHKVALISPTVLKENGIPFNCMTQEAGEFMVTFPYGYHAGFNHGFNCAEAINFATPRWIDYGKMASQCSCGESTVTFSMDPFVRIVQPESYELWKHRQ
# Tau ThT inhib: tau fibrillization inhibition (ThT binding) | Potency, µM (series often up to 57.4 µM), inactives show at the top dose activity, negative = inhibition, usual class: inhibitors | recombinant tau K18 P301L (four-repeat tau fragment), heparin-induced fibrillization, ThT fluorescence | 270,000 tested, 2.1% active; also: % is scaled to controls: 0 for no effect and ±100 for the full control effect; nearly all actives have a fitted effect of over 55% in size
#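 Tau K18 P301L fragment (15 uM unlabeled plus 0.24 uM Alexa 594-labeled) in 100 mM sodium acetate pH 7 with compound, fibrillization induced by 20 uM heparin for 6 hr at 37 C. Thioflavin T (30 uM) added, fluorescence read after 1 hr (ex 450, em 510 nm).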
# An asterisk follows results filed as active; i = inactive; ? = inconclusive; / = not tested or not shown; [ ] = another dose, or the depositor's remark. Unless noted, calls follow the shape of the dose curve; as a rule, active = well fitted curve in the direction sought with a large enough effect; inconclusive = small, poorly fitted or top-dose-only effect, or another doubt; inactive = no such curve, though single readings can be large; an effect the other way counts as inactive or inconclusive. Potency is read from the fitted curve at half-maximal effect.
SMILES,Tau FP inhib,Tau fluor cs,HTT cytoprotect,HttQ103 aggreg,ALDH1A1 inh,SMN2 splice enh,JMJD2E inh,Tau ThT inhib
Cc1nc2ccc(S(=O)(=O)NCC(=O)N3CCc4ccccc43)cc2s1,3.6%,-8.3%,0.3%,8.7%,13.3%,-11.6%,3.6%,-21.7%
O=C(CC(=O)Nc1nc(C23CC4CC(CC(C4)C2)C3)cs1)NCCO,-3.4%,-7.1%,40.7%[10 µM],34.2%[9.22 µM],/,/,-2.0%,2.9%
CN(C)CCNC(=S)NC1CCCCC1,-1.2%,-0.9%,5.3%[10 µM],-7.2%[9.22 µM],7.6%,/,-1.4%,-8.3%
CC(C)CCn1nnnc1C(c1ccc(F)cc1)N1CCN(C(=O)c2ccco2)CC1 (stereo unspecified),10.0%,2.5%,10.5%,4.6%,-9.0%,-9.4%,6.6%,-4.3%
C=CCn1cc(C(=O)OC)c(=O)c2cc(S(=O)(=O)N3CCCCCC3)ccc21,-5.5%,-9.0%,-7.6%,-13.5%,14.1µM*,-47.3%,-1.4%,-11.3%
Cc1ccc([N+](=O)[O-])cc1S(=O)(=O)N1CCC(C)CC1,2.4%,-20.8%,3.6%[10 µM],-2.2%[9.22 µM],-9.4%,/,-9.2%,-6.0%
COc1ccc(NC(=O)c2c(C)oc3ccc(O)c(CN4CCN(C)CC4)c23)cc1Cl,-3.2%,-17.4%,/,/,/,-8.1%,/,-14.2%
C=CCn1c(O)c(N=NC(=O)OCC)c2ccccc21,-1.0%,-7.1%,-2.2%[10 µM],-6.2%,?,-10.5%,7.7%,-14.9%
Cc1ccc(OCc2nnc(SCc3cc(=O)[nH]c4ccccc34)n2-c2ccccc2)cc1,0.9%,-8.1%,-14.9%[10 µM],?,7.8%,-11.9%,1.4%,-5.0%
COCCn1nnnc1CN1CCN(c2cccc(C(F)(F)F)c2)CC1,4.5%,-3.8%,2.9%,-1.6%,-9.4%,-27.5%,-9.1%,-2.6%
O=C(NC(c1ccc(Cl)cc1)c1c(O)ccc2ccccc12)c1ccccc1 (stereo unspecified),-7.7%,?,16.8%[10 µM],?,4.3%,-63.6%[inhibitor],-3.8%,3.6%
COC(=O)c1ccccc1OCCN1CCCCCC1,7.7%,-1.9%,-8.1%,7.3%,4.3%,-21.2%,-2.2%,10.1%
CC(C)C[C@H](NC(=O)c1nc[nH]c1C(=O)NCc1ccccc1)C(=O)OC(C)(C)C,?,?,4.8%[10 µM],-2.1%[9.22 µM],-6.9%,/,-5.4%,-8.9%
CCS(=O)(=O)NCC(c1cccnc1)N1CCN(c2ccc(F)cc2)CC1 (stereo unspecified),7.2%,7.9%,-16.0%,-6.0%,8.3%,-7.3%,-2.5%,-0.3%
O=C1[C@@H]2Cc3c([nH]c4ccccc34)[C@@H](c3ccccc3)N2C(=O)[C@@H]2Cc3c([nH]c4ccccc34)[C@@H](c3ccccc3)N12,?,-15.2%,/,?,1.6%,?,6.1%,0.1%
CN1C(=O)SC(Nc2cccc3ccccc23)C1=O (stereo unspecified),-12.9%,-17.2%,9.9%[1.9 µM],-8.8%,28.2µM*,2.1%,-14.2%,?
Cc1ccc(S(=O)(=O)/C(=C/Cl)NC(=O)c2ccccc2)cc1,8.3%,12.7%,-15.7%[10 µM],-14.2%[9.22 µM],7.94µM*,-8.0%,5.4%,8.0%
CN(C)C(=O)COC(=O)/C=C/c1cn(-c2ccccc2)nc1-c1cccs1,-5.9%,-27.7%,-5.7%[10 µM],6.0%,?,6.7%,?,-5.1%
Cc1cc(Cl)ccc1OCC(=O)NCCOc1nc(N2CCCCC2)nc(N2CCOCC2)n1,-10.8%,-9.4%,-15.6%,13.3%,1.7%,-10.1%,-4.5%,-13.5%
COc1cccc(CNC(=O)CCNS(=O)(=O)c2cccs2)c1,6.5%,0.7%,7.7%[10 µM],-11.4%,-9.9%,-3.8%,2.1%,-2.6%
CCOC(=O)c1cc(C(=O)Nc2ccccc2F)nn1C,-0.8%,-10.9%,1.7%[10 µM],6.2%,5.8%,12.6µM*,-0.5%,-16.9%
COc1ccccc1NC(=O)c1ccc(-c2ccc(Br)cc2)o1,-3.2%,?,-23.2%,7.9%,?,2.8%,i,?
COc1ccc(NC(=O)CCC(=O)OC(C(=O)c2ccccc2)c2ccccc2)cc1 (stereo unspecified),-3.2%,-11.8%,-28.6%,-16.5%,?,/,-5.8%,-12.6%
Cc1nn(C(C)C(=O)NCc2cccs2)c(C)c1[N+](=O)[O-] (stereo unspecified),4.0%,8.9%,-15.1%,?,10.7%,-10.8%,0.8%,6.8%
CC1(C)Cc2c(sc3nc4n(c(=O)c23)CCC4)CO1,-0.6%,-9.4%,-5.9%[10 µM],-7.9%,?,-9.6%,1.7%,-6.5%

# Gathered by group: those above with two or more sulfur atoms.
SMILES,Tau FP inhib,Tau fluor cs,HTT cytoprotect,HttQ103 aggreg,ALDH1A1 inh,SMN2 splice enh,JMJD2E inh,Tau ThT inhib
Cc1nc2ccc(S(=O)(=O)NCC(=O)N3CCc4ccccc43)cc2s1,3.6%,-8.3%,0.3%,8.7%,13.3%,-11.6%,3.6%,-21.7%
COc1cccc(CNC(=O)CCNS(=O)(=O)c2cccs2)c1,6.5%,0.7%,7.7%[10 µM],-11.4%,-9.9%,-3.8%,2.1%,-2.6%

# The list continues:
SMILES,Tau FP inhib,Tau fluor cs,HTT cytoprotect,HttQ103 aggreg,ALDH1A1 inh,SMN2 splice enh,JMJD2E inh,Tau ThT inhib
Cc1ccccc1CN(c1ccc(C(=O)NCc2ccccn2)cc1)S(C)(=O)=O,-5.0%,-4.8%,-6.8%,-6.7%,5.7%,19.2%,2.2%,-5.0%
CN1CCN(Cc2cc(=O)oc3ccc(Cl)cc23)CC1,-3.4%,-6.0%,-20.4%,9.9%,?,-9.1%,-17.5%,-6.8%
COc1ccc(C(=O)C2CCN(C(=S)NCCc3ccc(OC)c(OC)c3)CC2)cc1,2.1%,?,23.2%[10 µM],2.8%[9.22 µM],?,/,-2.8%,?
CCCn1c(=O)[nH]c(=O)c2c1nc(-c1ccc3c(c1)OCCO3)n2CCN1CCOCC1,6.1%,10.2%,-29.1%[10 µM],?,-5.4%,5.9%,?,-0.6%
CCCCCCCCCCCCCCCC(=O)NCCc1c[nH]c2ccccc12,0.1%,-15.1%,12.2%[10 µM],15.4%[9.22 µM],2.7%,/,10.5%,-14.5%
Cc1ccc(Cl)c(OC(=O)Cn2cnc3c2c(=O)n(C)c(=O)n3C)c1,-6.4%,-14.4%,10.7%,-5.7%,-2.3%,-4.9%,5.5%,?
Fc1c(F)c(F)c(CSc2nc3ccccc3[nH]2)c(F)c1F,8.0%,1.7%,4.6%,-0.2%,3.6%,-2.4%,0.3%,-5.3%
CN(c1ccccc1C(N)=O)S(=O)(=O)c1ccccc1,7.1%,3.2%,13.9%[10 µM],10.5%,1.3%,-4.7%,-3.0%,-3.2%
CC(C)(C)OC(=O)NCCc1nnc(SCc2cccc(Cl)c2)o1,8.5%,-9.3%,-5.5%[10 µM],-19.5%[9.22 µM],/,/,?,/
O=C(O)CCN1CCc2ccccc2C1c1cccs1 (stereo unspecified),0.2%,-4.6%,16.0%[10 µM],24.3%,-7.8%,9.8%,1.9%,-7.6%
CC1CCCC(NC2CCCCNC2=O)C1 (stereo unspecified),2.3%,-5.1%,6.5%,4.3%,9.4%,-11.1%,-3.8%,-1.9%
CCOC(=O)N1CCc2c(sc3c2c(=O)n(Cc2ccccc2)c(=O)n3CC(=O)Nc2cccc(C)c2)C1,?,?,/,/,/,3.4%,/,4.0%
O=C(OCC(=O)c1c[nH]c2ccccc12)c1ccc(Br)o1,0.9%,-29.6%,-21.3%,16.6%,11.3%,/,2.3%,-6.5%
COc1cccc(/C=C/c2nc(C#N)c(N(C)Cc3ccccc3)o2)c1,-2.1%,?,/,/,/,6.0%,/,-8.0%
COc1ccc(OC)c(S(=O)(=O)Nc2ccc(C(C)=O)cc2)c1,-7.0%,-9.2%,-6.6%,-3.4%,15.7%,/,5.2%,-12.2%
CCC(=O)NC(c1ccc(C)cc1)c1cc([N+](=O)[O-])c2cccnc2c1O (stereo unspecified),4.0%,-2.7%,-49.8%[inhibitor][10 µM],7.94µM*,-2.0%,-101.8%[inhibitor],?,?
Cc1nnc(NC(=O)CSC2=NN3CCCC(=O)N=C3S2)s1,8.2%,-1.9%,-37.0%,-11.0%[9.22 µM],-3.9%,14.9%,-1.0%,?
O=C(NC(=S)Nc1ccccc1N1CCCCC1)c1cccs1,-13.2%,?,-22.8%[10 µM],?,?,-1.1%,-4.6%,2.1%
COC(=O)c1ccc(NC(=O)C2CCCN2S(=O)(=O)c2ccc(F)cc2)cc1 (stereo unspecified),-3.8%,-7.4%,-3.8%[10 µM],16.6%,3.5%,-16.8%,2.9%,-3.8%
N#CCSc1nnc(-c2sc3ccccc3c2Cl)o1,-2.1%,-13.1%,20.4%[10 µM],?,?,-23.2%,-9.1%,-17.1%
CCOC(=O)CN(C(=O)Cn1nnc(-c2ccc(OC)cc2)n1)C(C(=O)NC1CCCC1)c1ccc(F)cc1 (stereo unspecified),4.3%,-11.5%,-14.8%[10 µM],2.3%,5.8%,17.2%,0.1%,-11.2%
COc1ccc(Cl)cc1S(=O)(=O)N1CCN(C(=O)COc2ccccc2)CC1,-6.3%,1.6%,-0.9%,-15.5%,7.8%,-23.0%,5.5%,9.7%
O=C(COC(=O)C1CCN(C(=O)c2ccc(Cl)cc2)CC1)NC1CCS(=O)(=O)C1 (stereo unspecified),4.3%,0.3%,-9.7%,-16.2%,4.8%,-11.4%,0.5%,3.4%
O=C(CN1CCN(c2ncccn2)CC1)NCCC1=CCCCC1,2.9%,-0.8%,-18.4%[10 µM],-0.9%,-15.2%,-18.2%,?,-2.1%
CC(=O)c1ccc(NC(=O)c2ccc3nc(-c4ccco4)c(-c4ccco4)nc3c2)cc1,-14.2%,?,-24.5%,16.9%,3.16µM*,14.0%,?,12.6µM*
CSC(=NCc1cccnc1)NS(=O)(=O)c1cccs1,-4.2%,-5.1%,-10.1%,-1.8%,-7.4%,/,6.1%,-0.3%

# Only part of the results is shown (hit frequency here may not be typical).
